# Bcl-2 Bim block – disrupts Bim peptide binding to human Bcl-2; P10415; Bead-based flow cytometry, Bim peptide-Bcl-2 binding; inhibition, % at 10 µM; 190,000 tested, 0.06% active; in the data active means inhibition above about 40%; inconclusive means no clear call, values can overlap the other calls;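 further: 0% = no compound wells with probe peptide and 100% = reference peptide inhibitor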
# Target sequence (P10415 whole entry, looked up): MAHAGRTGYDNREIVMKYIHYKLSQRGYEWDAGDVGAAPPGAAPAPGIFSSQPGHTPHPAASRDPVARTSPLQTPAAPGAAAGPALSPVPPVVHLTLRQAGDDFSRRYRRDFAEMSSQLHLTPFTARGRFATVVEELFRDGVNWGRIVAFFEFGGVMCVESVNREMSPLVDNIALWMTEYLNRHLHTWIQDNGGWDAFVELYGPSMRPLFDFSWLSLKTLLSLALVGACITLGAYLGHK
# Bcl-B Bim block – inhibitors of Bim-Bcl-B interaction, human. Q9HD36. bead-based flow cytometry, Bim peptide-Bcl-B binding. inhibition, % at 10 µM. 190,000 tested, 0.073% active. AID 951;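 further: 0% = tracer peptide without compound and 100% = reference inhibitor peptide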
# Target sequence (Q9HD36 whole entry, looked up): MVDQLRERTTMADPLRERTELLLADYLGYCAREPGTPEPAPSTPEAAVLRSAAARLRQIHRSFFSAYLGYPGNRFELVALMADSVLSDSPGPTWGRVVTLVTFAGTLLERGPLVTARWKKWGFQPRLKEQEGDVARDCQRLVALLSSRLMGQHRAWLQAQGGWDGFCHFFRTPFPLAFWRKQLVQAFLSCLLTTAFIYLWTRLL
# ABCG2 block – inhibitors of human ABCG2 transporter, ABCB1 counter-screen. IgMXP3 cells, JC-1 efflux, flow cytometry. 190,000 tested, 0.1% active. Q9UNQ0. inhibition, % at 6.6 µM;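 active means inhibition above 80%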;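 further: 0% = DMSO and 100% = nicardipine control wells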
#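 System: two drug-resistant human cell lines, ABCG2 and ABCB1; controls: nicardipine high and DMSO low controls; times: 10 min exposure at 25 °C with rotation, no wash; detection: flow cytometry of retained JC-1 fluorescence; read-out basis: percent efflux inhibition, scaled nicardipine 100% to DMSO 0%; doses: one concentration, 6.6 µM final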
# RGS4-Gao reg – human RGS4-Galphao interaction regulation; 220,000 tested, 0.33% active; Multiplexed bead flow cytometry, RGS4-Galphao binding; actives lie on both sides; binding response (% of control), % at 10 µM; P09471; in the data active means binding response below about 49% or above about 150%; inactive means in between;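 further: fluorescent Galphao activated with aluminum fluoride binding bead-coupled RGS4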
# Target sequence (P09471 whole entry, looked up): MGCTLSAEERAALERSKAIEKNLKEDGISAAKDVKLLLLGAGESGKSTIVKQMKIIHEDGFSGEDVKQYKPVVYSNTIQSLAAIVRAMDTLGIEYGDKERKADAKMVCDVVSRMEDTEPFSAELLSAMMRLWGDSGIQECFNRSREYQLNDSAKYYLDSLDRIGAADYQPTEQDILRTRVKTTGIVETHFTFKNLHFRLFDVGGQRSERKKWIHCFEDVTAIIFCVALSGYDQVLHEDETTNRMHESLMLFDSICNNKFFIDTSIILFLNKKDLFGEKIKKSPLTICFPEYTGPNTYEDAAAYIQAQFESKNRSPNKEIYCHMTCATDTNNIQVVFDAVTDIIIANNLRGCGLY
# Bcl-W Bim block – human Bim-Bcl-W interaction inhibition | inhibition, % at 10 µM | bead-based flow cytometry, Bim peptide-Bcl-W binding | 190,000 tested, 0.02% active;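 further: 0% = bound tracer without compound and 100% = peptide blocker; higher means less fluorescent Bim peptide bound to Bcl-W beads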
# Bcl-XL Bim block – inhibitors of Bim-Bcl-XL interaction, human; Bim peptide-Bcl-XL binding, bead flow cytometry, fluorescence; inhibition, % at 10 µM; 190,000 tested, 0.04% active; AID 1007
# Target sequence (Q07817 whole entry, looked up): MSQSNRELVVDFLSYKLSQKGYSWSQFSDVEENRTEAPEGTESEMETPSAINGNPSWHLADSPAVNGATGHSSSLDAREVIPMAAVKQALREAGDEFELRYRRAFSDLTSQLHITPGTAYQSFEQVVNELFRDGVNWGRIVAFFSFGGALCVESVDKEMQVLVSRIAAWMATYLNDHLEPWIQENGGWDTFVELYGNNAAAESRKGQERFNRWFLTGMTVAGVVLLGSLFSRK
# RGS7-Gao reg – regulators of human RGS7-Galphao interaction; Multiplexed bead flow cytometry, RGS7-Galphao binding; actives lie on both sides; 220,000 tested, 0.35% active; AID 1439; binding response (% of control), % at 10 µM; in the data active means binding response below about 49% or above about 150%; inconclusive means no clear call, values can overlap the other calls; inactive means in between;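 further: fluorescent Galphao held in activated GDP-AlF4 state binding bead-coupled RGS7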
# GSH fluor – compound fluoresces at 488/530 nm on GSH beads; 190,000 tested, 0.25% active; GSH beads flow cytometry, compound fluorescence 488/530 nm; stronger effect = higher value; fluorescence (KMESF) at 10 µM; AID 1776; in the data active means fluorescence above about 89;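 further: glutathione beads carrying GST-tagged Bcl family fusion proteins plus one bare bead set; values are compound well signal with DMSO vehicle wells as background; inactives centre near 16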
# RGS8-Gao reg – human RGS8-Galphao interaction regulation; 220,000 tested, 0.34% active; multiplexed bead flow cytometry, RGS8-Galphao binding; actives lie on both sides; response (percent of control binding), % at 10 µM; in the data active means response below about 60% or above about 140%; inactive means in between;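 further: Galphao activated as the GDP aluminium fluoride complex binding bead-coupled RGS8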
# Bim-Bfl-1 – human Bim-Bfl-1 interaction inhibition; Q16548; Bead-based flow cytometry, Bim-Bfl-1 binding inhibition; inhibition, % at 10 µM; 190,000 tested, 0.12% active;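 further: 0% = wells without compound plus tracer and 100% = blocker peptide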
# ABCB1 block – human ABCB1 inhibition, ABCG2 as counter-screen. P08183. 190,000 tested, 0.067% active. inhibition, % at 6.6 µM. CCRF-Adr cells, JC-1 efflux, flow cytometry; in the data active means inhibition above about 40%;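 further: 0% = vehicle and 100% = reference inhibitor; higher value means more JC-1 retained so stronger ABCB1 efflux block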
# An asterisk follows results filed as active; ? = inconclusive. Unless noted, no stated cut-off is given here; in the data, active means inhibition above about 40%.
SMILES,Bcl-2 Bim block,Bcl-B Bim block,ABCG2 block,RGS4-Gao reg,Bcl-W Bim block,Bcl-XL Bim block,RGS7-Gao reg,GSH fluor,RGS8-Gao reg,Bim-Bfl-1,ABCB1 block
Cn1c(O)c(N=NC(=S)Nc2ccccc2F)c2cc(S(=O)(=O)N3CCOCC3)ccc21,4,-2,-3,98,-6,-6,100,19,96,-3,-1.2
COc1ccc(/C=C/C(O)=C(\C#N)c2nnc(N3CCOCC3)n2-c2ccccc2)cc1OC,4,10,30,100,3,1,?,15,101,6,6.5
CCS(=O)(=O)N1CCN(c2ccc([N+](=O)[O-])c(N3CCOCC3)c2)CC1,0,0,3,101,0,2,101,24,93,0,0.6
CC(=O)c1cc(C#N)c(SCc2ccccc2)nc1C,-10,-11,44,101,-2,-8,99,22,97,-17,2.1
COc1ccc(NC(=O)N[C@@H](CCSC)C(=O)O)cc1Cl,-2,-4,2,105,1,-9,105,31,107,-9,0.5
Cc1ccc(C(=O)O/N=C(\N)c2cccc([N+](=O)[O-])c2)cc1,-6,-5,1,106,-3,-5,106,13,103,-3,0.1
CCOC(=O)c1c(NC(=O)COc2ncnc3ccccc23)sc(C)c1CC,-6,-7,13,101,-4,-3,101,15,102,-4,1.8
COc1ccc(OC)c(/C=N/NC(=O)CSc2cc(C)nc3c(OC)cccc23)c1,-2,-5,-4,100,0,-4,98,10,102,-5,-0.7
COc1ccc(C2CC(C(F)(F)F)n3nc(C(=O)O)cc3N2)cc1OC (configuration not stated),-4,-3,0,98,-3,-2,96,13,101,-3,0.1
Cc1nc2cccc(C)n2c(=O)c1Cl,-1,1,1,93,0,0,90,24,91,0,0.0
Cc1ccc(CNc2ccc3c(c2)OCO3)cc1,10,-7,10,91,18,2,93,22,95,40*,1.9
CCCc1cc(=O)n2[nH]c(NCc3ccc(OC)cc3)nc2n1,-3,-7,-1,103,0,-2,98,59,103,-9,-0.8
Cc1ccc(C2CC(=O)Nc3cc4c(cc32)OCCO4)s1 (configuration not stated),-6,-7,8,103,5,-3,102,44,101,-10,0.3
OCCC1CN(Cc2cnc(-c3ccccc3)s2)CCN1CCc1ccccc1 (configuration not stated),-4,-3,5,92,-1,-1,92,11,93,-7,5.8
O=S(Cc1ccccc1)CC(O)(c1ccccc1)c1ccccc1 (configuration not stated),1,3,1,98,0,1,97,15,94,-1,0.4
CCOC(=O)C1C2C=CC3(CN(c4cccc(Cl)c4)C(=O)C13)O2 (configuration not stated),-8,-5,1,96,0,-3,91,25,99,-11,0.3
CC(C)[C@H]1CN(C)CCN1Cc1cn(C)nc1-c1cccc(Cl)c1,-5,-2,2,101,-2,-3,106,13,102,-7,0.1
FC(F)(F)c1cc(N2CCOCC2)nc(-c2ccccc2)n1,-4,-3,5,97,-4,-4,96,9,78,-2,1.3
O=C(O)C1CCCCC1C(=O)NCCCN1CCOCC1 (configuration not stated),-10,-11,-1,105,-3,-10,102,31,106,-12,-0.3
O=C(/C=C/c1ccccc1)Nc1cc(S(=O)(=O)N2CCOCC2)ccc1N1CCCC1,-8,-6,1,104,-3,-3,103,9,101,-4,0.8
CCOC(=O)c1c(C)nc2sc3c(=O)n(-c4ccc(C(C)=O)cc4)cnc3c2c1-c1ccc(OC)cc1,-10,-9,6,94,2,3,95,35,99,-9,3.4
N/C(=N\OC(=O)c1cccc(F)c1)c1ccccc1,-12,-10,2,100,-1,-4,98,9,99,-10,-0.2
Cn1cc([N+](=O)[O-])c(C(=O)Nc2nccs2)n1,-2,-3,9,97,-4,-5,100,13,97,-3,1.0
COC(=O)c1ccccc1NC(=O)NCCc1ccc(OC)c(OC)c1,-4,-1,16,108,-1,-1,106,20,104,-1,2.0
N#CC(C#N)=Cc1cc2ccccc2nc1N1CCCCC1,-2,-6,-4,99,0,-4,100,13,102,-9,-0.7
SMILES,Bcl-2 Bim block,Bcl-B Bim block,ABCG2 block,RGS4-Gao reg,Bcl-W Bim block,Bcl-XL Bim block,RGS7-Gao reg,GSH fluor,RGS8-Gao reg,Bim-Bfl-1,ABCB1 block
Cc1ccc(C)c(Nc2nc3nonc3nc2N2CCOCC2)c1,-3,-2,1,98,-2,0,101,8,99,-4,0.0
Cc1ccc2nc(Cl)c(C3CC(c4cccs4)=NN3S(C)(=O)=O)cc2c1 (configuration not stated),-1,-5,20,88,0,-1,97,6,90,1,5.0
CCc1ccc(C(=O)Cn2ncc(Cl)c(Cl)c2=O)cc1,-13,-8,8,95,-1,-1,96,29,100,-15,0.8
COc1ccc2c(c1)C(=O)N(c1ccccc1C)C(=O)C2(C)C,-1,0,0,96,-1,-3,97,15,99,-5,0.1
COc1ccc(C2C(C(=O)c3cccs3)=C(O)C(=O)N2c2nncs2)cc1 (configuration not stated),-3,-1,0,104,3,0,107,20,103,-10,0.1
Cc1cccc(C(=O)c2cccc(C)c2)c1,-1,-3,7,109,-3,-8,107,19,107,-3,0.1
COc1ccc(CNC(=O)CCCN2C(=O)c3ccccc3C2=O)cc1,2,-2,0,106,2,-1,103,12,106,3,0.2
Cc1ccc(-c2csc(NC(=O)c3cccc([N+](=O)[O-])c3)n2)cc1,-3,-2,14,97,-1,-3,100,28,99,-8,3.5
Cc1cccc(NC(=O)C2CCN(S(=O)(=O)c3cccc4nsnc34)CC2)c1,1,-7,5,100,-1,-3,95,22,99,-3,0.7
CCOc1cccc(-c2csc(C3COc4ccccc4O3)n2)c1 (configuration not stated),-12,-18,-1,98,-22,-22,97,20,80,-10,-0.4
COC(=O)c1ccc(OC)c(CSc2nnc(-c3ccc(C(C)(C)C)cc3)o2)c1,-2,-1,8,98,-2,0,99,17,103,-2,1.4
CC1CCN(c2nc(NCc3ccco3)nc(N)c2[N+](=O)[O-])CC1,0,-4,2,101,0,-4,101,6,100,0,0.2
O=C(Nc1ccc(Cl)c([N+](=O)[O-])c1)C(NCCCO)c1ccccc1 (configuration not stated),-3,-4,7,94,-3,-6,92,5,92,-1,0.8
Cc1cccc(CSCCNC(=O)Nc2ccccc2)c1,-1,2,20,106,0,-2,101,10,115,0,1.6
COCCNC(=O)c1cc2c(=O)n3cccc(C)c3nc2n(Cc2ccncc2)c1=N,-1,0,-1,104,0,0,102,17,102,-1,-0.2
COc1ccc(CN(Cc2cc3cccc(C)c3n3nnnc23)C(=O)N2CCOCC2)cc1,-2,-2,16,99,4,-4,112,17,101,-2,2.0
CC(=O)C1=C(O)C(=O)N(c2nccs2)C1c1ccc(F)cc1 (configuration not stated),0,0,14,98,0,-1,97,24,79,1,1.5
c1cncc(-c2nnc3sc(C4CCCCC4)nn23)c1,1,2,22,104,-2,-1,104,17,104,-1,1.6
CC(C)CNS(=O)(=O)c1ccc(C(=O)Nc2ccc3c(c2)OCCO3)cc1,-4,1,23,102,0,-2,104,26,100,-2,0.9
Cn1cccc1CC(=O)N/N=C/C=C/c1ccco1,7,-2,-5,83,1,-2,80,21,83,13,1.2
CN(C)c1nc(-c2ccc([N+](=O)[O-])cc2)cs1,-9,-10,11,98,3,-2,98,47,102,-9,0.0
COc1ccc(C(=O)N2CCN(C(=O)c3cc(OC)c(OC)c(OC)c3)CC2)cc1,0,-2,0,109,3,-2,112,19,105,-10,0.1
Cc1cc(N2CCOCC2)ccc1/C=C1\SC(=O)N(C(C)C)C1=O,1,-1,10,97,0,-5,94,4,96,-2,1.9
COc1ccc(S(=O)(=O)N2CCCN(S(=O)(=O)c3ccc(OC)c(C)c3)CC2)cc1C,-4,-11,21,100,-4,-6,100,24,100,-3,3.0
FC(F)(F)c1cccc(N2CCN(C(=S)NC3CCCC3)CC2)c1,-1,-4,2,100,-3,-4,99,35,96,-3,-0.4

# A second format for part of the listing above:
mol	Bcl-2 Bim block	Bcl-B Bim block	ABCG2 block	RGS4-Gao reg	Bcl-W Bim block	Bcl-XL Bim block	RGS7-Gao reg	GSH fluor	RGS8-Gao reg	Bim-Bfl-1	ABCB1 block
CC(C)[C@H]1CN(C)CCN1Cc1cn(C)nc1-c1cccc(Cl)c1	-5	-2	2	101	-2	-3	106	13	102	-7	0.1
FC(F)(F)c1cc(N2CCOCC2)nc(-c2ccccc2)n1	-4	-3	5	97	-4	-4	96	9	78	-2	1.3
O=C(O)C1CCCCC1C(=O)NCCCN1CCOCC1 (configuration not stated)	-10	-11	-1	105	-3	-10	102	31	106	-12	-0.3
O=C(/C=C/c1ccccc1)Nc1cc(S(=O)(=O)N2CCOCC2)ccc1N1CCCC1	-8	-6	1	104	-3	-3	103	9	101	-4	0.8

# (next part)
SMILES,Bcl-2 Bim block,Bcl-B Bim block,ABCG2 block,RGS4-Gao reg,Bcl-W Bim block,Bcl-XL Bim block,RGS7-Gao reg,GSH fluor,RGS8-Gao reg,Bim-Bfl-1,ABCB1 block
O=C(COC(=O)Cn1cnc2ccccc21)Nc1ccc2c(c1)C(=O)c1ccccc1C2=O,13,9,-6,103,9,6,101,1,109,10,-0.9
COc1ccc(-c2noc(-c3cccnc3)n2)cc1OC,0,1,21,100,0,0,100,14,101,3,0.7
Cc1ccc(S(=O)(=O)N2CCC(=O)N(CCOC(=O)Nc3cc(C)cc(C)c3)CC2)cc1,0,-3,3,98,-2,-3,100,19,101,0,0.6
COC(=O)C1C(=O)CC(C)(O)C(C(=O)OC)C1c1ccc2c(c1)OCO2 (configuration not stated),0,0,1,101,-3,-3,102,13,116,0,0.2
CNC(=O)c1nc(C)n(-c2cc(Cl)ccc2Cl)n1,-8,-7,1,101,-2,-10,103,23,101,-18,0.6
O=C(NCC1CCCO1)C1CCC(=O)N1Cc1ccccc1Cl (configuration not stated),1,1,3,93,0,0,91,30,90,2,0.5
c1ccc(CN2CCOCC2)cc1,-8,-6,4,91,-2,-2,90,53,97,-12,1.0
CCOC(=O)CSC(CC)C(=O)Nc1nnc(C(C)C)s1 (configuration not stated),-4,-5,2,96,2,0,100,24,101,-5,0.5
O=C(Cc1ccc(Cl)cc1)NCCCn1ccnc1,-8,-7,3,105,-1,-12,100,35,102,-10,0.7
CCOC(=O)N1CCC(NC(=O)c2ccc3c(c2)N(C)CCS3)CC1,-6,-10,7,98,0,-7,101,18,100,-14,-0.1
O=C(/C=C/c1cccc([N+](=O)[O-])c1)N1CCN(c2ccc(F)cc2)CC1,-14,-11,32,99,0,-6,96,15,98,-7,1.9
CC(C)(C)n1nnnc1C(c1cccnc1)N1CCOCC1 (configuration not stated),0,0,2,103,0,1,100,22,102,-5,0.6
CN(CC(=O)N1CC(=O)N(CCc2ccccc2)C(=O)C1)S(=O)(=O)c1cccc2nsnc12,1,-2,2,98,-4,-2,100,6,101,-1,0.4
O=C(CNCc1ccncc1)Nc1cc(S(=O)(=O)N2CCCCC2)ccc1Cl,-9,-15,7,117,-2,-1,?,20,103,-9,1.1
O=C(NCc1ccco1)c1cccc(NS(=O)(=O)c2ccccc2F)c1,-3,-4,1,104,-4,-2,102,7,102,-4,0.3
CC1=Cc2ccccc2C(C#N)N1C(=O)c1ccccc1 (configuration not stated),-3,-4,2,86,-1,-2,91,9,75,1,0.2
Cc1c(C(=O)NCc2cccnc2)oc2ccc(S(=O)(=O)N3CC(C)CC(C)C3)cc12 (configuration not stated),0,0,0,96,-1,-3,99,12,101,0,0.4
CCC(C)/C(C)=N/NC(=O)c1ccccc1OCCOc1ccccc1 (configuration not stated),-2,-1,12,107,0,0,?,13,104,-5,1.2
